# OTUD3 block – inhibitors of human OTUD3 deubiquitinase | OTU domain-containing protein 3 (Homo sapiens), Q5T2D3 | purified OTUD3, Ub-rhodamine fluorescence, 2 h | inhibition, % at 25 µM | 47,000 compounds, 0.7% hits
# USP17 inh – inhibitors of human USP17 deubiquitinase | inhibition, % at 50 µM | 47,000 compounds, 6.5% hits | purified USP17, Ub-rhodamine cleavage fluorescence, 3 h
# USP8 block – inhibitors of human USP8 deubiquitinase | Ubiquitin carboxyl-terminal hydrolase 8 (Homo sapiens), P40818 | purified USP8, Ub-rhodamine cleavage fluorescence, 30 min | inhibition, % at 20 µM | 47,000 compounds, 4.2% hits
# USP30 inh – inhibitors of human USP30 deubiquitinase. Ubiquitin carboxyl-terminal hydrolase 30 (Homo sapiens), Q70CQ3. purified USP30, Ub-rhodamine cleavage fluorescence. inhibition, % at 25 µM. 47,000 compounds, 5.3% hits. AID 1645860, 2021
# UCHL1 block – inhibitors of human UCHL1 deubiquitinase; Ubiquitin carboxyl-terminal hydrolase isozyme L1 (Homo sapiens), P09936; purified UCHL1, Ub-rhodamine cleavage fluorescence; inhibition, % at 20 µM; 47,000 compounds, 0.2% hits; AID 1645859, 2021
# USP10 inh – inhibitors of human USP10 deubiquitinase | inhibition, % at 20 µM | purified USP10, Ub-rhodamine fluorescence, 60 min | Ubiquitin carboxyl-terminal hydrolase 10 (Homo sapiens), Q14694 | 47,000 compounds, 1.1% hits
# USP7 block – inhibitors of human USP7 deubiquitinase. Ubiquitin carboxyl-terminal hydrolase 7 (Homo sapiens), Q93009. purified USP7, Ub-rhodamine cleavage fluorescence. inhibition, % at 20 µM. 47,000 compounds, 0.3% hits
# Target sequence (Q93009 whole entry, looked up): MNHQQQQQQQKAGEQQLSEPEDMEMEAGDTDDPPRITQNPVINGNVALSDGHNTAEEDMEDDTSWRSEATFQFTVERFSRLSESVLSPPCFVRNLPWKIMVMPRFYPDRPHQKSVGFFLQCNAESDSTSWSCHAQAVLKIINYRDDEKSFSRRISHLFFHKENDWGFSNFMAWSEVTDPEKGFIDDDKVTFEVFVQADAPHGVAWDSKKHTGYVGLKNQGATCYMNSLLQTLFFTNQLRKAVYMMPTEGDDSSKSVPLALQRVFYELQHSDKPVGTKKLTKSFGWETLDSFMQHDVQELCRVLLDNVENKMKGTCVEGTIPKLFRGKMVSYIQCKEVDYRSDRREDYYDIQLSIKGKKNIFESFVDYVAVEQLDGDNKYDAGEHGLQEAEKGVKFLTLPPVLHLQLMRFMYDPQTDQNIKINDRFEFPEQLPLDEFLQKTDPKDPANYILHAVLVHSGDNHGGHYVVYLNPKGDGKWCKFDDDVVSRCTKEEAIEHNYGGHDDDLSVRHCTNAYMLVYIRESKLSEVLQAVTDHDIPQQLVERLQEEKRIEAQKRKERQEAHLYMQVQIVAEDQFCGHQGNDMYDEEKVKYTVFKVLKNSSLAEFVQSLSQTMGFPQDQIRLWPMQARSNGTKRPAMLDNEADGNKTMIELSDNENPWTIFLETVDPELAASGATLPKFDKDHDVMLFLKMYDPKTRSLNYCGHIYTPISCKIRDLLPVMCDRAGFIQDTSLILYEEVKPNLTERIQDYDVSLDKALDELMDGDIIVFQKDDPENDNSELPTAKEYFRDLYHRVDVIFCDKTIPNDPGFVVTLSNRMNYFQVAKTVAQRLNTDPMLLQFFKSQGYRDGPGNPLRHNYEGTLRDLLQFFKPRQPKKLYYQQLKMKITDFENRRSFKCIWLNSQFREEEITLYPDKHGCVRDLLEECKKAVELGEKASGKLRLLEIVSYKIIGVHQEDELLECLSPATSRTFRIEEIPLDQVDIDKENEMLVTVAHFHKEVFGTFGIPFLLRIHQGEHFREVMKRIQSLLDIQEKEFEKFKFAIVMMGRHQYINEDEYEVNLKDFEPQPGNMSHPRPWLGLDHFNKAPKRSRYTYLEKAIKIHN
# USP28 inh – inhibitors of human USP28 deubiquitinase. purified USP28, Ub-rhodamine cleavage fluorescence, 30 min. 47,000 compounds, 3% hits. inhibition, % at 25 µM
# Starred values were filed as active, the others as inactive; i = inactive; nt = no result given. Rule as the data show it: active = inhibition above about 30%; inactive = the rest.
# The opening ten compounds (preview)
SMILES,OTUD3 block,USP17 inh,USP8 block,USP30 inh,UCHL1 block,USP10 inh,USP7 block,USP28 inh
O=C(c1ccncc1)N1C[C@@H]2OCC(=O)N(c3ccccc3)[C@@H]2C1,12,17,15,14,0,5,7,10
CC(=O)Nc1ccc(S(=O)(=O)[C@H]2CS(=O)(=O)C[C@@H]2NC2CCCC2)cc1,-9,0,4,4,-1,3,2,-15
Cc1ncsc1C(=O)N1CCCC1c1cncc(-n2ccnc2C(C)C)n1 (stereo not drawn),-5,6,10,14,0,0,2,-5
NC(=O)C1CCN(C(=O)CN2CCCC2Cn2cccn2)CC1 (stereo not drawn),-86,-122,-65,-422,-27,-5,-28,-108
O=C(NCc1ccc2c(c1)OCO2)c1oc(=O)c2ccccc2c1-c1ccccc1,11,-16,-4,27,3,10,0,13
COc1cccc(C(=O)N2CCC(c3nc4ccncc4n3C)C2)c1 (stereo not drawn),11,10,14,15,0,2,3,1
CCN1C(=O)[C@H]2CN(C(C)=O)C[C@H]2C12CCN(C(=O)Nc1ccc(Cl)cc1)CC2,-19,-11,8,-16,2,0,0,2
c1cncc(CN2CCCC2c2nnn3cc(C4CC4)ccc23)c1 (stereo not drawn),-29,-45,-20,-149,-9,-6,-10,-33
O=C(c1cccnn1)N1CCCC1c1ncc(Cc2ccc(Cl)cc2)o1 (stereo not drawn),3,9,12,11,1,0,-2,6
O=C(CSc1nnc(-c2ccccc2)n1-c1ccc(F)cc1)NCc1ccc(F)cc1,-1,24,-2,0,-1,0,nt,-9

# Main list (from the top)
SMILES,OTUD3 block,USP17 inh,USP8 block,USP30 inh,UCHL1 block,USP10 inh,USP7 block,USP28 inh
O=C(c1ccncc1)N1C[C@@H]2OCC(=O)N(c3ccccc3)[C@@H]2C1,12,17,15,14,0,5,7,10
CC(=O)Nc1ccc(S(=O)(=O)[C@H]2CS(=O)(=O)C[C@@H]2NC2CCCC2)cc1,-9,0,4,4,-1,3,2,-15
Cc1ncsc1C(=O)N1CCCC1c1cncc(-n2ccnc2C(C)C)n1 (stereo not drawn),-5,6,10,14,0,0,2,-5
NC(=O)C1CCN(C(=O)CN2CCCC2Cn2cccn2)CC1 (stereo not drawn),-86,-122,-65,-422,-27,-5,-28,-108
O=C(NCc1ccc2c(c1)OCO2)c1oc(=O)c2ccccc2c1-c1ccccc1,11,-16,-4,27,3,10,0,13
COc1cccc(C(=O)N2CCC(c3nc4ccncc4n3C)C2)c1 (stereo not drawn),11,10,14,15,0,2,3,1
CCN1C(=O)[C@H]2CN(C(C)=O)C[C@H]2C12CCN(C(=O)Nc1ccc(Cl)cc1)CC2,-19,-11,8,-16,2,0,0,2
c1cncc(CN2CCCC2c2nnn3cc(C4CC4)ccc23)c1 (stereo not drawn),-29,-45,-20,-149,-9,-6,-10,-33
O=C(c1cccnn1)N1CCCC1c1ncc(Cc2ccc(Cl)cc2)o1 (stereo not drawn),3,9,12,11,1,0,-2,6
O=C(CSc1nnc(-c2ccccc2)n1-c1ccc(F)cc1)NCc1ccc(F)cc1,-1,24,-2,0,-1,0,nt,-9
Cc1ccc(C2CC(=O)C3=C(C2)Nc2ccccc2N(C(=O)CCC(=O)O)C3c2cccnc2)cc1 (stereo not drawn),-4,2,-3,-7,0,4,3,-3
O=C(NCc1noc(COc2ccccc2)n1)C1CCCC1,5,2,-2,2,-1,-4,-3,2
c1cnc(N2CCC(c3ccnc(Nc4cncnc4)n3)CC2)nc1,10,6,22,24,0,1,0,1
CCC1CCCCN1Cc1ccc(CNC(=O)CCc2nnc3ccc(N4CCCC4)nn23)o1 (stereo not drawn),-16,-2,18,-92,-5,-2,-9,-15
Cc1ccc2c(c1)NC(=O)C(C(=O)NCc1ccccc1)O2 (stereo not drawn),-3,0,-4,-5,0,2,-4,-10
COc1cc2[nH]c(=O)n(CCC(=O)N3CCN(c4ccc([N+](=O)[O-])cc4)CC3)c(=O)c2cc1OC,15,10,-13,17,3,1,6,-2
COc1ccc2c(CCNC(=O)CSc3nnnn3-c3ccccc3Cl)c[nH]c2c1,0,17,-6,-7,0,1,-3,12
Cc1cccc(NC(=O)Cc2nnc(-c3ccc4ncccc4c3)o2)c1,-18,-5,-278,-28,-4,-6,-5,-7
O=C1c2cccc(O)c2C(=O)c2c(O)cccc21,-98,-91,-172,i,-26,-7,-83,-166
Cc1nc(-c2ncc[nH]2)cc(C2CCCN2Cc2cscn2)n1 (stereo not drawn),0,-15,-11,-33,-3,-8,0,-12
COc1ccccc1-c1nc(Cn2c(=O)c3cnc(C)nc3n(C)c2=O)c(C)o1,-14,-1,-5,-19,-1,-3,-12,-10
O=C(CCc1c[nH]c2ccccc12)N1CCN(C(=O)C2CCCO2)CC1 (stereo not drawn),1,-2,0,1,0,-2,0,0
NC(=O)c1cc(C2CN(C(=O)c3cccnc3)CCO2)nc2ccccc12 (stereo not drawn),7,11,7,16,0,-1,6,4
O=C(Nc1ccccc1)C1CCc2nc(N3CCCCC3)ncc2C1 (stereo not drawn),-18,-18,-26,-41,-1,-5,-96,-15
O=C(c1cc(C2CC2)nn1-c1ccccc1)N1CCN(c2ccc(O)cc2)CC1,-4,19,-25,3,-1,3,-2,0
Cc1ccc(N2C(=O)[C@H]3[C@@H](C2=O)[C@]2(C(=O)Nc4c(C)cc(C)cc42)N2CCC[C@@H]32)c(Br)c1,-99,-98,-92,-454,-55,-11,-56,-132
Cc1ccc(S(=O)(=O)N2CCCCC2)cc1NC(=O)COC(=O)c1ccc(O)cc1,0,0,3,1,2,0,5,5
O=C(COc1ccccc1)Nc1ccc2c(c1)CN(C(=O)c1ccco1)CC2,-6,7,-7,-5,-1,0,-34,26
O=C(c1cccnc1)N1CCCC1c1cccc(Cc2ccccc2F)n1 (stereo not drawn),0,0,8,-47,1,0,-3,6
COc1ccccc1C1C(C(=O)Nc2ccc(F)cc2)=C(C)Nc2nc3ccccc3n21 (stereo not drawn),8,5,14,-2,0,-4,0,6
Cc1noc(COC2CCN(S(=O)(=O)c3ccccc3)CC2)n1,8,-1,-48,16,2,2,4,1
O=C(c1ccc2[nH]ccc2c1)N1CCC2(CC1)COCCN2CC1CC1,-1,-2,0,-26,0,-2,5,0
CCCC[C@H]1OC(=O)[C@H]2[C@@H]1OC(=O)[C@@H]2C,0,0,-4,0,-4,-4,-3,-6
COCc1cc(C)nc2sc(-c3ccon3)c(NC(=O)c3ccccc3)c12,-6,0,-6,-13,-1,-4,-5,8
Clc1ccc(CSc2nnc3ccccn23)cc1Cl,-1,-7,-2,-2,-2,0,0,17
CCN1C[C@H]2C3(CCN(C(=O)Cc4cccc(OC)c4)CC3)CC[C@@]2(C(=O)NC)C1,-6,-41,-81,-11,-3,-2,0,-3
CCOC(=O)c1noc2ncnc(Nc3ccc4c(c3)OCO4)c12,-1,28,69*,-18,3,0,1,5
Cc1cc(C)c(NC(=O)CSC2=C(C#N)C(c3ccc(C)o3)C3=C(CCCC3=O)N2)c(C)c1 (stereo not drawn),11,19,-26,35*,7,19,4,31*
COCCN1C(=O)c2ccccc2C(C(=O)N2CCC(N3CCCCC3)CC2)C1c1cccs1 (stereo not drawn),-10,-10,3,-13,-7,-6,-13,-16
CCOc1ccc(C(=O)CSc2nc3ccccc3s2)cc1,-5,14,-7,-12,1,5,6,-8
Cc1ccc(OCC(=O)Nc2ccc3c(c2)Sc2ncccc2C(=O)N3C)cc1,-1,21,23,-6,-3,-5,-21,30
COCC(=O)N1CCC(n2c(C3CC3)nc3sc(C)c(C)c3c2=O)CC1,-4,0,-15,0,-3,4,-17,-12
COC(=O)c1sc(NC(=O)CCS(=O)(=O)c2ccccc2)c(C(=O)OC)c1C,1,-36,-20,nt,-10,-2,-2,nt
COc1ccc(C2c3[nH]c4ccccc4c3C[C@H]3C(=O)N(c4ccccc4C(=O)Nc4ccc(C)c(C)c4)C(=O)N23)cc1 (stereo partly drawn),-23,-46,-128,-185,-15,-2,-8,-53
O=C(Cc1ccc(F)cc1)N1CCN(c2nc3c(F)cccc3s2)CC1,0,-4,-9,6,3,1,-7,0
CCc1ccc(NC(=O)Cn2cccc(S(=O)(=O)N3CCCC3)c2=O)cc1,-64,-22,-37,-301,-20,-12,-3,-84
COc1ccccc1-c1cc(C(=O)N2CCCCCC2c2cc(C)no2)no1 (stereo not drawn),2,0,-115,1,5,1,-3,-4
Cn1c(=O)[nH]c2c(C(=O)N3CC=C(c4ccccc4)CC3)snc2c1=O,-7,-1,-1,-49,0,3,-5,-17
CC1=C(C(=O)NC2CC2)C2(CCCCCC2)OC1=O,1,-2,0,4,-1,3,-1,-2
N#Cc1nc(Cc2ccccc2)oc1N1CCN(c2ccccc2)CC1,10,0,2,-1,2,6,-5,0
Cc1cc2c(=O)n(C)c(=O)n(CC(=O)N3CCOCC3)c2s1,-7,-10,-4,0,-1,-2,-2,-13
NC(=O)c1ccc(C(=O)N2CCCC2c2ccccc2)cc1 (stereo not drawn),0,0,-4,0,-1,-1,-1,1
CC(C)NC(=O)C1CCN(c2ccc(SCC(=O)Nc3ccccc3Cl)nn2)CC1,0,5,0,34*,1,1,3,0
Clc1ccc2c(NCc3cccs3)ncnc2c1,17,12,8,22,0,2,1,34*
O=C(c1ccc2c(c1)OCO2)N1CCC2(C1)Nc1cccnc1NC2=NCc1ccccc1 (stereo not drawn),-100,-33,-297,-477,-6,-1,-9,-136
CC1CCCCN1C(=O)C1CCC2(CC1)CNC(=O)c1cc(Cl)ccc1O2 (stereo not drawn),-2,-5,-1,1,0,0,-25,-4
COc1ccc(CC(=O)Nc2ccccc2C(=O)Nc2ccc(OC)cc2)cc1,0,-1,2,-8,2,-3,0,0
COC(=O)C(C(C)C)N1CCc2c(C)nc3cc(C#N)nn3c21 (stereo not drawn),-112,-174,-103,i,-6,-3,-20,-186
CCOC(=O)CSc1nnc(-c2cnn(-c3ccccc3)c2N)o1,7,58*,10,21,0,1,0,15
O=C(Nc1ccc(F)cc1F)NC1Cc2ccccc2C1,-1,11,29,66*,1,8,4,27
# Following part
SMILES,OTUD3 block,USP17 inh,USP8 block,USP30 inh,UCHL1 block,USP10 inh,USP7 block,USP28 inh
C[C@@]12C[C@H]3CN(C(=O)c4cccc(-c5cncnc5)n4)[C@@H]1CCCC[C@@H]2N3,-10,-20,-25,-38,-4,-1,1,-11
O=C(Nc1ccc(Cl)cc1)C1CCN(c2nc3nc[nH]c(=O)c3s2)CC1,-5,-5,-4,-5,-4,2,-3,-7
Cc1cccc(NC(=O)c2cn(-c3cc(N4CCCC4)ncn3)cn2)c1,-129,-99,-50,-368,-50,-1,-54,-164
COc1ccc(NC2=NS(=O)(=O)C(c3ccc(F)cc3)=C2C)cc1,5,5,11,5,1,6,3,1
COCCn1ccc2nc(C)c(C(=O)NCc3ccccc3F)cc2c1=O,-2,1,7,-3,-2,0,1,-4
Fc1ccc(-c2nnc(Cc3nc(-c4cccc(F)c4)no3)o2)cc1,4,10,16,-14,1,-1,2,20
CS(=O)(=O)c1ccc(-c2nnnn2-c2ccc(F)cc2F)c(Cl)c1,1,0,10,2,2,-1,2,1
CN(C)c1nccnc1C1CN(C(=O)c2cc(C(C)(C)C)[nH]n2)CCO1 (stereo not drawn),8,1,2,8,1,5,2,2
O=C(Nc1cnc(N2CCCC2)nc1)c1ccco1,11,0,-20,-3,2,-1,-1,10
Cn1c(=O)c2c(nc(CN3CCc4ccccc4C3)n2CC(N)=O)n(C)c1=O,-9,5,30,-18,-1,-2,-2,-16
Cc1nc(C)c(CN2CCC(C(=O)Nc3ccc(Oc4ccccc4F)cc3)CC2)nc1C,-3,-13,0,-13,3,-4,3,7
O=C(NC1CCCCC1)N1CCCCC1c1nncn1CC1CC1 (stereo not drawn),12,5,9,9,0,1,-6,12
O=C(CCCC1=NS(=O)(=O)c2ccccc2N1)NCc1ccccc1Cl,-2,-2,-3,-6,-4,0,-3,-4
COCCN1CCCC[C@]2(C[C@H](CO)[C@H](c3ccccc3)N2C(=O)c2ccccc2)C1=O,4,-3,2,-1,-2,6,3,-2
CCN1CC2(CC1=O)CN(C(C)=O)CCN(C(=O)Nc1cccc(OC)c1)C2 (stereo not drawn),18,6,0,12,1,0,6,8
Cc1nc(N)nc(C)c1CC(=O)N1CC[C@@H]2[C@H](C1)[C@@H](c1ccccc1)CN2C,11,7,5,17,0,-3,2,5
CCc1nc(-c2cc(S(=O)(=O)N3CCCCC3)c(C)s2)no1,9,6,-56,12,0,4,-1,16

# Source: PubChem BioAssay (Dana-Farber Cancer Institute and Novartis Institutes for BioMedical Research (Cambridge, Mass))
